# High-throughput results from PubChem BioAssay.
# pAkt inh: inhibitors of Akt phosphorylation; Neuro2A IGF-stimulated pAkt S473 HTRF, 20 min; hits give low values; activity change, % for hits at 50 µM; hit rate 0.32% among 360,000; AID 651550; in the data active = activity change below about -80%; inconclusive = mostly about -51% to -80%; also: % is scaled to controls: 0 for no effect and ±100 for the full control effect
#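 Neuro2A cells in DMEM with 0.5% FBS, overnight at 37 deg C, given compound at single 50 µM final, then IGF (6 nM final) for 20 min at 37 deg C. Lysed; phospho-Akt Ser473 by HTRF after 24 h, 665/615 ratio.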
# FUS yeast rescue: suppressors of FUS proteinopathy in yeast | S. cerevisiae FUS-expressing, growth rescue, OD600, 24 h | Potency, µM (titrated, usually from 76.6 µM), without a hit: at the top dose growth rescue (activation), actives largely listed as activators | hit rate 0.24% among 390,000 | AID 1347120;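 also: potency is read from the fitted curve at half-maximal effect; plate controls were DMSO vehicle for no effect and reference control for full effect; nearly all actives have a fitted effect of over 55% in size; some results filed as inactive show a strong effect at the top dose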
#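 Yeast expressing FUS under galactose induction, OD 0.005 in 2% galactose medium; compounds in a dilution series, 24 h at 30C. Growth rescue by absorbance at 600 nm; CP55940 positive control, DMSO negative.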
# Abeta rescue: A-beta toxicity reversal in yeast; hit rate 0.063% among 410,000; yeast expressing A-beta42, growth rescue, OD600, 48 h; response scale: 0% DMSO, 100% iron-clioquinol control; AID 1347071; Potency, µM (series often up to 46.1 µM), without a hit: top-dose growth rescue, hits mostly activators; also: potency is read from the fitted curve at half-maximal effect; nearly all actives have a fitted effect of over 55% in size
#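 Growth rescue measured by 600 nm absorbance after 48 h yeast culture at 30 C with compound. Values normalized between DMSO and an equimolar ferric chloride plus clioquinol control.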
# GLP-1R agonist: GLP-1 receptor (human) agonism; P43220; HEK293 GLP-1R CRE-luciferase, luminescence, 4-6 h; cells express a hypersensitive GLP-1R form; Potency, µM (top dose mostly 45.6 µM), without a hit: at the top dose activation, hits mostly activators; hit rate 0.007% among 380,000; also: potency is read from the fitted curve at half-maximal effect; % of control where 0% means no effect
# Target sequence (P43220 whole entry, looked up): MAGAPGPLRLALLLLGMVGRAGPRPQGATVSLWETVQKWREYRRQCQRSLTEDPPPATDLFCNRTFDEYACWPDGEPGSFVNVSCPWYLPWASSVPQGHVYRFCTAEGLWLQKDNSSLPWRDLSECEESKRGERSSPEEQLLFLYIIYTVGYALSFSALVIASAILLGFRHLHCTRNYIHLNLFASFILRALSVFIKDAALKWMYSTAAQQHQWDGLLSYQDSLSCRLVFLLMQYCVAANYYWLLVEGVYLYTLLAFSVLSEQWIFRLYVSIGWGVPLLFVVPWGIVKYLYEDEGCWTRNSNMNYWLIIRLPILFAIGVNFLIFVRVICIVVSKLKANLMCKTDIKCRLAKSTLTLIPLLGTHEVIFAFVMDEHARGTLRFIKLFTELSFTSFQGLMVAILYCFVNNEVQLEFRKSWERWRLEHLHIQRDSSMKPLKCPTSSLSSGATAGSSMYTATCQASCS
# PTHR1 agonist: agonists of human PTHR1 parathyroid hormone receptor. Potency, µM (top dose mostly 115 µM), without a hit: at the top dose activation, hits mostly activators. Q03431. hit rate 0.075% among 410,000. AID 743266. HEK293 GP2 PTHR1 cells, GloSensor cAMP luminescence, 1 h; also: potency is read from the fitted curve at half-maximal effect; nearly all actives have a fitted effect of over 55% in size; some results filed as inactive show a strong effect at the top dose; inactives centre near -15; many of its hits are not listed in these tables
# Target sequence (Q03431 whole entry, looked up): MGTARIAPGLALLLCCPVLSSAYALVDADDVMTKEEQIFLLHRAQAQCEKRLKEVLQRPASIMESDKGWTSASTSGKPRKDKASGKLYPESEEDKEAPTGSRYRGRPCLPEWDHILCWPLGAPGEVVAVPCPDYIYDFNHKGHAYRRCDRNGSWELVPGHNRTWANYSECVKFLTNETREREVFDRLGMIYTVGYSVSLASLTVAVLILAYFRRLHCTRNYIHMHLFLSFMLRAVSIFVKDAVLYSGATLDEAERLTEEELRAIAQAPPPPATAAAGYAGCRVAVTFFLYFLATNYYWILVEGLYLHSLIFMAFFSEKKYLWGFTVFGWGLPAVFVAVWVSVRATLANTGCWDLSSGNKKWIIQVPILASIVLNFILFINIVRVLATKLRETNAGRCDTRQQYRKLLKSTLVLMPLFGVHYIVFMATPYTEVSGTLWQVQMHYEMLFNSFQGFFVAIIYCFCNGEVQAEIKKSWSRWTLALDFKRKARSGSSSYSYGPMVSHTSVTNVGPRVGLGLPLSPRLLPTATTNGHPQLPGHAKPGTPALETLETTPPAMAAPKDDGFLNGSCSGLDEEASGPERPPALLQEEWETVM
#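 HEK-293-derived GP2 cells expressing PTHR1 and a GloSensor cAMP reporter, 3,000/well, plated overnight, given luciferin plus IBMX (each 0.5 mM as added) for 1 h at 37 °C, then compound for 1 h at 37 °C. Luminescence was read after 15 min at room temperature.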
# GLP-1R inv ag: inverse agonists of human GLP-1 receptor; Potency, µM (highest dose often 38.3 µM), inactives show at the top dose activity change, negative = inhibition, usual class: inhibitors; P43220; HEK293 GLP-1R CRE-luciferase, luminescence, 24 h; GLP-1R form is constitutively active; hit rate 1.6% among 410,000; also: potency is read from the fitted curve at half-maximal effect; % is scaled to controls: 0 for no effect and ±100 for the full control effect; nearly all actives have a fitted effect of over 55% in size
#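 Inverse agonism was detected as reduced cAMP-driven luciferase luminescence after 24 h compound treatment. The cells were HEK293 clones expressing constitutively active human GLP-1R with the reporter. Reporter-only and GPR119 cell lines served as counterscreen controls.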
# TDP43 rescue: rescues yeast growth from TDP-43 toxicity; TDP-43 expressing yeast growth rescue, BacTiter-Glo, 24 h; Potency, µM (series often up to 46.1 µM), for the others: at the highest dose growth rescue (activation), hits mostly activators; hit rate 1.8% among 410,000; AID 652104; also: potency is read from the fitted curve at half-maximal effect; % of control where 0% means no effect; nearly all actives have a fitted effect of over 50% in size
#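 Growth rescue of TDP-43-toxic yeast measured as ATP luminescence (BacTiter-Glo). Cells grown to mid-log in raffinose, induced in galactose at OD600=0.02, exposed to compound 24 hr at 30 deg C.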
# aSyn yeast inh: inhibitors of alpha-synuclein toxicity in yeast | hit rate 0.14% among 370,000 | Yeast expressing alpha-synuclein, growth rescue, BacTiter-Glo, 24 h | Potency, µM (series often up to 46.1 µM), for inactives: at the highest dose growth rescue (activation), actives largely listed as activators; also: potency is read from the fitted curve at half-maximal effect; % of control where 0% means no effect; nearly all actives have a fitted effect of over 65% in size
#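 Galactose-induced alpha-syn yeast (OD600=0.02, raffinose-pregrown) + pinned cpd, 24 hr, 30 deg C; growth by BacTiter-Glo luminescence. Growth restoration scores as activation.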
# D3 antag: antagonists of human D3 dopamine receptor | D3R cells, DiscoveRx beta-arrestin luminescence, antagonist mode; hits give low values | AID 652054 | P35462 | max response, negative = inhibition, % | hit rate 2.5% among 360,000; in the data active = max response below about -50%; inconclusive = no clear call, values can overlap the other calls; also: % is scaled to controls: 0 for no effect and ±100 for the full control effect; mostly tested at two doses, the higher about 12 µM
#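 Cells plated overnight at 1500 cells/well, then exposed to library compounds with dopamine controls for 90 minutes at 37 degrees C. DiscoveRx reagent added for 30–60 minutes at room temperature; luminescence read, quantitative HTS format.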
# An asterisk follows results filed as active; i = inactive; u = inconclusive; x = not tested or not shown; [ ] = another dose, or the depositor's remark. Unless noted, calls follow the shape of the dose curve; as a rule, active = well fitted curve in the direction sought with a large enough effect; inconclusive = small, poorly fitted or top-dose-only effect, or another doubt; inactive = no such curve, though single readings can be large; an effect the other way counts as inactive or inconclusive. Not all compounds are listed; rates above refer to the full screens.
SMILES,pAkt inh,FUS yeast rescue,Abeta rescue,GLP-1R agonist,PTHR1 agonist,GLP-1R inv ag,TDP43 rescue,aSyn yeast inh,D3 antag
COc1cc(CNc2ccc(C(=O)O)cc2)cc(Br)c1OCC(=O)NC(C)(C)C,i,-4%,15%,-14%,i,20%,11%,0%,10
O=C(Cn1c(=O)oc2cc(S(=O)(=O)N3CCCC3)ccc21)N1CCc2ccccc2C1,i,9%,22%,-3%,-20%,u,10%,5%,-17
CCc1c(C(=O)NNC(=S)NCc2ccccc2)csc1C,i,x,25%,0%,-60%[inhibitor],-30%,20%,-7%,49
O=S(=O)(c1ccc(C2CCCCC2)cc1)N1CCN(c2cc(Cl)ccc2Cl)CC1,x,-25%,10%,4%,-15%,11%,10%,-1%,x
CC(=O)N1CCN(c2ccc(NC(=O)c3ccc(Cl)c([N+](=O)[O-])c3)cc2)CC1,i,-8%,3%,13%,-9%,13%,11%,-4%,3
CC(=O)c1c2c3c(c(Br)ccc3n(C)c1=O)C(=O)c1ccccc1-2,i,-5%,-14%,6%,i,6%,-22%,0%,-1
COc1ccc(-n2c(SC3CCOC3=O)nc3ccccc32)cc1 (configuration not stated),i,-2%,3%,0%,-38%[inhibitor],10%,7%,15%,u
CC(=O)N1c2ccccc2Oc2cc3ccccc3cc21,i,23%,-25%,u,i,-23%,13µM*,9%,0
Cc1ccccc1CN1CCN(c2ccc(S(=O)(=O)N3CCCC3)cn2)CC1,i,x,9%,-4%,-40%[inhibitor],-21%,17%,2%,-13
CCOc1ccc(NC(=O)CC(NC(C)=O)c2ccccc2)cc1S(=O)(=O)N1CCCC1 (configuration not stated),i,-14%,-15%,5%,i,6%,12%,0%,u
O=C(CN1CCOCC1)N/N=C/C(Br)=C\c1ccccc1,i,16%,6%,3%,i,14%[7.66 µM],u,5%,-1
COC(=O)CNC(=O)c1c(-c2ccccc2Cl)noc1C,i,-9%,0%,21%,-18%,14%,1%,6%,-14
COc1ccccc1CNC(=O)C1CC2Cn3c(nc4ccccc43)C2N1C (configuration not stated),i,-19%,0%,-1%,-2%,0%,-24%,-2%,0
O=CNc1cc(-c2ccccc2Oc2ccccc2)cn2c(-c3ccc(F)cc3)cnc12,i,u,-9%,-7%,i,12%,16µM*,20%,0
COc1cc(NC(=O)c2ccc(Cl)cc2)c(Cl)cc1NC(=O)c1cccnc1,i,18%,5%,4%,-22%,-2%,11%,1%,9
COc1cccc(CNC(=O)CCC(=O)N2CC(C)Oc3ccccc32)c1OC (configuration not stated),i,-10%,6%,-5%,i,4%,0%,4%,0
O=C(NC1C2CCCC1CN(C1CC1)C2)c1ccc(Cl)cc1 (configuration not stated),i,-16%,-6%,2%,-89%[inhibitor],u,-3%,7%,15
Cn1cc(-c2cnc3c(NC=O)cc(-c4cccc(C(F)(F)F)c4)cn23)cn1,i,43%,-1%,21%,i,u,1%,-3%,0
COCCCNC(=O)COc1ccc(S(=O)(=O)Nc2ccccc2)cc1,i,6%,1%,-8%,i,9%,14%,0%,0
COc1ccccc1NC(=O)CCCC(=O)OCC(F)(F)C(F)F,i,-5%,-2%,0%,-17%,11%,2%,3%,6
CCOc1c(Cl)cc(CNC(C)(C)CC(C)(C)C)cc1OC,i,38%,-6%,-1%,u,-6%,-14%,-1%,-29
CC(SC1=Nc2ccccc2C2CC=NN12)C(=O)NC1(C#N)CCCCC1 (configuration not stated),i,12%,17%,0%,i,-6%,-2%,-4%,u
Cc1cc(OCc2cc(C(=O)NC3CCC3)no2)cc(C)c1Cl,i,-7%,2%,-7%,-9%,-8%,13%,0%,5
O=S(=O)(NC1CCc2ccccc21)c1ccccc1 (configuration not stated),i,-21%,-15%,6%,-12%,u,22%,-2%,u

# 5 compounds out of the list above, sorted by the number in PTHR1 agonist, low to high.
canonical_smiles | pAkt inh | FUS yeast rescue | GLP-1R agonist | PTHR1 agonist | D3 antag
COc1cc(NC(=O)c2ccc(Cl)cc2)c(Cl)cc1NC(=O)c1cccnc1 | i | 18% | 4% | -22% | 9
COc1ccccc1NC(=O)CCCC(=O)OCC(F)(F)C(F)F | i | -5% | 0% | -17% | 6
O=S(=O)(NC1CCc2ccccc21)c1ccccc1 (configuration not stated) | i | -21% | 6% | -12% | u
Cc1cc(OCc2cc(C(=O)NC3CCC3)no2)cc(C)c1Cl | i | -7% | -7% | -9% | 5
COc1ccccc1CNC(=O)C1CC2Cn3c(nc4ccccc43)C2N1C (configuration not stated) | i | -19% | -1% | -2% | 0

# Back to the main list with the 2 entries that preceded the break.
SMILES,pAkt inh,FUS yeast rescue,Abeta rescue,GLP-1R agonist,PTHR1 agonist,GLP-1R inv ag,TDP43 rescue,aSyn yeast inh,D3 antag
Cc1cc(OCc2cc(C(=O)NC3CCC3)no2)cc(C)c1Cl,i,-7%,2%,-7%,-9%,-8%,13%,0%,5
O=S(=O)(NC1CCc2ccccc21)c1ccccc1 (configuration not stated),i,-21%,-15%,6%,-12%,u,22%,-2%,u
CCOC(=O)C(=COC(=O)c1ccccc1)NC(=O)Cc1ccccc1,i,5%,0%,-12%,u,-15%,-18%,3%,-2
O=C(Nc1ccccc1)c1cc(-n2cnnc2)ccc1Cl,i,20%,12%,-3%,i,0%,-24%,0%,-3
COCCn1c(SCC(N)=O)nc2c(c1=O)SC(C)C2 (configuration not stated),i,-6%,3%,1%,i,12%,u,-1%,5
CCCCCCC(=O)N(O)C1CC(=O)N(Cc2ccccc2)C1=O (configuration not stated),i,43%,-6%,7%,i,0%,-4%,-11%,-5
COC(=O)c1ccc(N2CCOCC2)c(F)c1,i,5%,18%,2%,-19%,26%,21%,3%,17
CC(=O)c1ccc(-n2cc(C#N)c(=O)[nH]c2=O)cc1,i,-20%,-6%,0%,-14%,7%,9%,-2%,10
CCCN(CCC)S(=O)(=O)c1ccc(C(=O)Nc2cc3oc4ccccc4c3cc2OC)cc1,i,-10%,6%,-8%,i,-20%,22%,6%,6
COc1ccc(-c2ccc(/C=C3/C(=N)N4C(C)=CSC4=NC3=O)o2)c([N+](=O)[O-])c1,i,x,-12%,-32%[inhibitor],-56%[inhibitor],u,7%,-1%,-17
Cc1cccc(NC(=O)c2ccoc2C)n1,i,-21%,7%,-8%,i,14%,6%,2%,-8
Brc1ccc(-c2nn[nH]n2)cc1,i,-2%,-6%,-3%,-21%,16%,12%,-6%,-19
CCOC(=O)Cn1nc(-c2ccccc2)c2cnc3ccc(OCC)cc3c21,x,3%,-22%,0%,-6%,-19%,u,x,x
C=CCn1c(SCc2c(C)noc2C)nc2sc3c(c2c1=O)CCC(C)C3 (configuration not stated),i,-5%,7%,5%,i,-7%,-4%,10%,-6

# Arranged by molecular weight (rising): some entries from above.
SMILES,pAkt inh,FUS yeast rescue,Abeta rescue,GLP-1R agonist,PTHR1 agonist,GLP-1R inv ag,TDP43 rescue,aSyn yeast inh,D3 antag
Cc1cccc(NC(=O)c2ccoc2C)n1,i,-21%,7%,-8%,i,14%,6%,2%,-8
O=C(Nc1ccccc1)c1cc(-n2cnnc2)ccc1Cl,i,20%,12%,-3%,i,0%,-24%,0%,-3
C=CCn1c(SCc2c(C)noc2C)nc2sc3c(c2c1=O)CCC(C)C3 (configuration not stated),i,-5%,7%,5%,i,-7%,-4%,10%,-6

# Other records follow.
SMILES,pAkt inh,FUS yeast rescue,Abeta rescue,GLP-1R agonist,PTHR1 agonist,GLP-1R inv ag,TDP43 rescue,aSyn yeast inh,D3 antag
CC(=O)N1C[C@H]2CON(C)[C@H]2C[C@H]1c1ccc(-c2cccnc2)cc1,i,-10%,0%,-5%,-9%,-9%,12%,-7%,-8
Cc1nc(SCC(=O)Nc2cccc(C(=O)O)c2)n[nH]1,x,-24%,-7%,-6%,i,12%,-8%,4%,-2
COc1cccc(C(=O)Cn2c(N3CCOCC3)nc3c2c(=O)n(C)c(=O)n3C)c1,i,25%,4%,3%,i,3%,-12%,17%,-6
Cc1c(CN(C)C(=O)c2nn(C)cc2[N+](=O)[O-])cnn1C,i,x,16%,-2%,i,1%,12%,-3%,1
Cn1c(C(=O)N2CCN(c3nc4ccccc4s3)CC2)cc2sccc21,i,23%,-7%,-12%,i,0%,-17%,0%,-28
COC(=O)C(C)(C)c1cccnc1C#N,i,-18%,-2%,-1%,i,11%,16%,4%,4
COc1cc(=O)oc(CCC(C)O)c1C (configuration not stated),i,-32%,-1%,2%,-7%,7%,10%,1%,0
CCC1=NN2C(=N)/C(=C\c3ccc(OCCOc4ccc(NC(C)=O)cc4)c(OC)c3)C(=O)N=C2S1,i,9%,-14%,1%,-14%,15%,6%,0%,-16
COc1ccccc1-c1sc2ccccc2c1-c1ccc(Br)nc1,i,2%,-12%,12%,-12%,10µM*,18%,-14%,-14
CC(=O)Nc1cc(-c2ccc(N3CCN(C)CC3)cc2)cn2c(-c3ccc(F)cc3)cnc12,i,-15%,1%,7%,1%,u,20%,8%,-14
CCOc1ccc(CCNC(=O)c2cccc(S(=O)(=O)N3CCCC3)c2)cc1OCC,i,14%,3%,1%,-12%,-11%,4%,11%,6
CC(/C=C1\SC(=S)N(NC(=O)c2ccc(O)cc2)C1=O)=C\c1ccccc1,i,x,-30%,-15%,-8%,0%,16%,-15%,9
CCCS(=O)(=O)N1CCCC(C(=O)NCCN2CCC(Cc3ccccc3)CC2)C1 (configuration not stated),i,-19%,-1%,-14%,-6%[57.5 µM],-30%,12%,-1%,-17
Cc1oc2ccc(O)c(CN(C)C)c2c1C(=O)c1ccccc1,i,9%,1%,-2%,-20%,u,-17%,0%,1
COc1ccc(C(CC(=O)Nc2ccc(OC)c(OC)c2)N2Cc3ccccc3C2=O)cc1 (configuration not stated),x,24%,2%,x,i,15%,17%,x,x
